PP1 counter: PP1-alpha phosphatase inhibitors, primary screen, counter-screen for PP5 inhibitor project, biochemical, fluorescence, OMFP substrate, single point | Serine/threonine-protein phosphatase PP1-alpha catalytic subunit (Homo sapiens), P62136 | purified PP1alpha | inhibition, % at 6.7 µM | 320,000 compounds, 0.9% hits;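 active = inhibition above the mean inhibition of all tested compounds plus 3 SD, computed separately for each screening campaign, cut at about 15% in these data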
CTSL1 counter: Fasciola hepatica cathepsin L1 inhibitors, primary screen, counter-screen for PFM18AAP inhibitor project, biochemical, QFRET, fluorogenic peptide substrate; recombinant F. hepatica cathepsin L1, Z-Leu-Arg-MCA fluorescence; inhibition, % at 5.96 µM; 300,000 compounds, 0.49% hits; AID 1906, 2009;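 active = inhibition above the mean of all tested compounds plus 3 SD, set per screening campaign, cut at about 17% in these data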;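 also: 0% = plate median of test compound wells and 100% = 1 µM Z-Phe-Ala-diazomethylketone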
PAFAH2 FP inh: PAFAH2 enzyme inhibitors, primary screen, biochemical, fluorescence polarization, human; Platelet-activating factor acetylhydrolase 2, cytoplasmic (Homo sapiens), Q99487; recombinant PAFAH2, FP-rhodamine activity probe; inhibition, % at 3.39 µM; 340,000 compounds, 0.99% hits; AID 492956, 2010;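 active = inhibition above the mean over all tested compounds plus 3 SD, cut at about 30% in these data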;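 also: inhibitors block probe labeling of enzyme so polarization drops; 0% = enzyme with DMSO and 100% = wells lacking PAFAH2 protein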
HCV core dimer: inhibitors of HCV core protein dimerization, primary screen, biochemical, TR-FRET, high-throughput; inhibition, % at 5 µM; 300,000 compounds, 0.33% hits; AID 1899, 2009; TR-FRET GST/Flag-core106 dimerization, 1536-well;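 active = inhibition above the mean of all tested compounds plus 3 SD, set per screening campaign, cut at about 45% in these data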
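Assay system: GST-tagged and Flag-tagged HCV core protein residues 1-106 / Times: compound-protein-antibody incubation 4 h at 22.5 °C / Signal: time-resolved FRET, ex 340 nm, em 617 and 671 nm / Evaluation: % inhibition based on acceptor/donor emission ratio / Benchmarks: wells lacking GST-core106 and wells with excess unlabelled core106 / Repeats: singlicate, one well per compound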
TPT1 inhibitor: Candida albicans TPT1 enzyme inhibitors, primary screen, biochemical, fluorescence polarization | tRNA 2'-phosphotransferase TPT1 (Candida albicans SC5314) | recombinant caTPT1, FP RNA substrate dephosphorylation | inhibition, % at 5 µM | 300,000 compounds, 0.81% hits | AID 1962, 2009;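 active = inhibition above the mean of all tested compounds plus 3 SD, set per screening campaign, cut at about 24% in these data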;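 also: plate controls were DMSO alone for no effect and ferristatin control at 100 nM for full effect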
procasp7 counter: procaspase-7 activators, primary screen, counter-screen for procaspase-3 activator project, biochemical, absorbance, HTS, human | Caspase-7 (Homo sapiens), P55210 | 330,000 compounds, 0.093% hits | activation, % at 8.5 µM | AID 463210, 2010 | recombinant procaspase-7, Ac-DEVD-pNA absorbance 405 nm; D23A/D198A/D206A triple mutant, cannot self-cleave; scale: DMSO 0, 5 µM enzyme 100;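 active = percent activation above the screen-wide mean plus 3 SD, cut at about 25% in these data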
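System: Procaspase-7 triple mutant (PC-7 D3A); measure: % activation from two-timepoint absorbance difference, scaled to controls; times: 1 h compound preincubation, 2 h substrate cleavage, 25 °C; also added: Ac-DEVD-pNA substrate, 400 µM as added; measured by: Epi-absorbance of released pNA at 405 nm, two timepoints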
PP5 primary: PP5 phosphatase inhibitors, primary screen, biochemical, fluorescence; 320,000 compounds, 0.18% hits; purified PP5c, OMFP substrate fluorescence; inhibition, % at 6.7 µM; AID 1987, 2009; Serine/threonine-protein phosphatase 5 (Homo sapiens), P53041;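 active = inhibition above the campaign's mean inhibition across all tested compounds plus 3 SD, cut at about 9.5% in these data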;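 also: 0% = DMSO only and 100% = 100 µM cantharidin control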
AHR act: AHR activators, primary screen, cell-based, luminescence, luciferase reporter, human | Aryl hydrocarbon receptor (Homo sapiens), P35869 | AHR-responsive luciferase reporter cells | activation, % at 5 µM | 320,000 compounds, 2.5% hits | AID 2796, 2010; in the data active = activation above about 47%;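 also: 0% = vehicle wells and 100% = reference agonist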
Target sequence (P35869 whole entry, looked up): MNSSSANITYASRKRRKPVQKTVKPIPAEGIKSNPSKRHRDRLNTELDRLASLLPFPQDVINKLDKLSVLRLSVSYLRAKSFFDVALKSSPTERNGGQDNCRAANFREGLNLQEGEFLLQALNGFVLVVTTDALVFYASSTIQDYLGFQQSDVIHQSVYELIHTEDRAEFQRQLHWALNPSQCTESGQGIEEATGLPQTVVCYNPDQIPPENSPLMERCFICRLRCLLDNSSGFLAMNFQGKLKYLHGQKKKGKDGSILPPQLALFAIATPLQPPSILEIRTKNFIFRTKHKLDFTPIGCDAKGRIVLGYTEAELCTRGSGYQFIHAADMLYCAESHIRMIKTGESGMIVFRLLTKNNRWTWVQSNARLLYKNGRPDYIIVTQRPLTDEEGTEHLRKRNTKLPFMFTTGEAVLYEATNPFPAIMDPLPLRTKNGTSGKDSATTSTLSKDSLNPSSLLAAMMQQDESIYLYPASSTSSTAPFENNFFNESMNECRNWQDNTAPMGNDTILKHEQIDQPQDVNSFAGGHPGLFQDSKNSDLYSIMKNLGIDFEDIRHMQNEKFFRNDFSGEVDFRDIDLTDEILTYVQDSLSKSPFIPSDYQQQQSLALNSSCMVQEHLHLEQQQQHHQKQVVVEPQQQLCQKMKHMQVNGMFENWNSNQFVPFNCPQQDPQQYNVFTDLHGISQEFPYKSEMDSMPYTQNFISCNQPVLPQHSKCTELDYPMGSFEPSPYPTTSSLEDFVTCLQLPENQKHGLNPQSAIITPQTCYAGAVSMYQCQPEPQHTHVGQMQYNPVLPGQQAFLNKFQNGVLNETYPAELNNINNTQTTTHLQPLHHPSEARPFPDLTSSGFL
procasp3 activ: activators of human procaspase-3 D3A mutant, primary screen, biochemical, absorbance, PC-3 D3A mutant, single concentration; activation, % at 8.5 µM; Caspase-3 (Homo sapiens), P42574; 330,000 compounds, 0.11% hits; AID 463141, 2010; recombinant procaspase-3 D3A, Ac-DEVD-pNA absorbance 405 nm;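 active = activation above the mean of all tested compounds plus 3 SD, cut at about 21% in these data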;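 also: 0% = DMSO alone and 100% = DMSO wells spiked with extra 5 µM PC-3 D3A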
Target sequence (P42574 whole entry D9A/D28A/D175A): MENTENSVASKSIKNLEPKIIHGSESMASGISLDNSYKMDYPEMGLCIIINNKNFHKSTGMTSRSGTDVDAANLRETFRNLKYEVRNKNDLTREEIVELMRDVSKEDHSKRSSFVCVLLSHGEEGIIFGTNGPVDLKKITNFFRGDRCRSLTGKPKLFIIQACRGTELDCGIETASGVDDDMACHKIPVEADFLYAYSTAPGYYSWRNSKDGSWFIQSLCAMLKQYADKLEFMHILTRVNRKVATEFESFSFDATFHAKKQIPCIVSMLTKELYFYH
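Assay system – Procaspase-3 D3A mutant · Benchmarks – DMSO low control, extra-enzyme high control · Technique – 405 nm absorbance of p-nitroaniline, reads at 0 and 120 min · Doses – 8.5 µM nominal · Measure – % activation between DMSO and enzyme-spiked controls · Also added – Ac-DEVD-pNA chromogenic peptide substrate · Schedule – 1 h compound preincubation, 2 h substrate hydrolysis at 25 °C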
Active calls of the source: *; . = no result given. Rows were taken by chance; about 5.6% have a hit in one of these screens.

SMILES	PP1 counter	CTSL1 counter	PAFAH2 FP inh	HCV core dimer	TPT1 inhibitor	procasp7 counter	PP5 primary	AHR act	procasp3 activ
O=c1c2ccccc2sn1-c1ccc(S(=O)(=O)N2CCCCC2)cc1	-4	-6	4	10	-1	-29	-0.8	0	-27
Cc1cccc(NC(=O)CNC(=O)COc2ccc(-c3ccc(C#N)cc3)cc2)c1C	20*	-2	-3	14	-3	3	4.7	0	10
CN(C)c1cc[n+](CC(=O)Nc2ccc(Cl)c([N+](=O)[O-])c2)cc1	-5	0	3	-2	0	8	0.6	0	0
Cc1nc(SCC(=O)Nc2c(C)n(C)n(-c3ccccc3)c2=O)[nH]c(=O)c1C	-3	-10	9	-3	-2	1	2.8	1	4
COc1cc(C(=O)/C=C/c2cccnc2)c([N+](=O)[O-])cc1OC	-3	3	3	8	0	0	3.1	36	2
Cc1cccc(-n2c(SCC(=O)NCC3CCCO3)nc3ccccc3c2=O)c1C (stereo unspecified)	-3	.	-6	.	.	1	4.1	3	8
CCCCOc1ccc(Cc2c(Cl)nc(SC)nc2N2CCOCC2)cc1	-1	5	-6	5	3	-3	-1.7	1	2
Cn1c(=O)c(C(=O)CSc2nnc(Nc3ccccc3)s2)c(N)n(Cc2ccccc2)c1=O	-3	0	-8	31	-7	7	2.5	1	2
Cc1sc2nc(SCC(=O)Nc3ccccc3F)[nH]c(=O)c2c1C	-4	4	-4	0	2	1	-0.4	12	-2
CCCSc1nsc(NC(=O)CCC)n1	-4	7	-5	-4	-4	-3	3.0	-1	9
CCCOc1ccc2[nH]c(C(=O)N/N=C/c3cc(OC)c(OC)c(OC)c3)cc2c1	-4	4	-14	0	1	-13	2.3	35	-3
Cc1noc(C)c1S(=O)(=O)N(C)CC(=O)Nc1ccc(F)cc1	-3	-1	0	-7	-1	3	1.6	-5	12
COc1cccc(N2CCN(C(=O)c3ccc(N4C(=O)NC5CC4(C)Oc4ccccc45)cc3)CC2)c1 (stereo unspecified)	-6	1	1	16	-5	-2	1.4	2	-2
Cc1ccc(NC(=O)N(CCCN2CCOCC2)Cc2cccs2)cc1C	-4	2	-1	7	-5	4	-0.7	1	2
Cc1cccc(N2CCN(S(=O)(=O)c3c(C(=O)N4CCCCC4)c(C)n(C)c3C)CC2)c1C	-5	-1	1	9	-2	11	2.5	2	-5
O=[N+]([O-])c1nn(-c2cccc(Cl)c2)n(O)c1=NCc1cccnc1	-2	2	-2	4	1	0	1.9	1	1
CC12CCC(=O)N1C(C(=O)Nc1nc(-c3ccccc3)cs1)CS2 (stereo unspecified)	-3	4	2	0	0	-4	-0.6	15	-6
O=c1cnn(Cc2ccc(Cl)c(Cl)c2)c2ccccc12	1	2	4	1	1	10	3.2	2	6
O=C(NCc1ccccc1Cl)c1ccc(CS(=O)(=O)c2ccccc2)o1	-3	3	3	1	-2	-5	0.1	1	7
Cc1ccc(NC(=S)NN2CCN(C)CC2)c(C)c1	-4	-3	0	-7	2	-6	-0.6	3	0
Cc1cccc(N=CC=C2OC(C)(C)C(C)(C)O2)c1	-3	0	1	-2	0	4	0.8	3	15
Cc1ccc(S(=O)(=O)N(CCO)Cc2cc3ccc(C)c(C)c3[nH]c2=O)cc1	-2	14	0	1	-3	-5	3.6	12	2
Cc1ccc(NC2(C#N)C(=O)Nc3ccccc32)cc1 (stereo unspecified)	-3	-3	-2	-1	0	0	1.8	5	-5
COc1ccc(C)cc1Nc1n[n+](-c2ccccc2)c(-c2c(Cl)cccc2Cl)s1	7	0	.	6	-3	-7	1.1	28	0
CCCN1CCN(c2nc(-c3cccs3)nc3ccccc23)CC1	9	-1	-6	-1	1	5	0.4	1	7
Cc1ccc(NC(=O)NCCCN2CCOCC2)cc1	2	0	4	-1	-1	-46	2.5	2	-3
CCc1noc(C)c1C(=O)Nc1nc(-c2ccc(Cl)cc2Cl)cs1	-3	-2	-8	-1	1	-2	3.8	9	0
Cc1ccc(Cl)cc1NC(=O)CSC(N)=O	-2	-2	-2	1	-3	-11	0.7	25	-12
O=C(N/N=C/c1cccc(O)c1)c1ccc(COc2cccc3cccnc23)cc1	-7	0	-31	6	1	8	-1.0	18	3
COc1ccccc1/C=C/C(=O)OCC(=O)NC1CCCCCCC1	.	.	91*	.	.	18	.	-1	0
C=CCn1c(SCC(=O)NC2CC2)nnc1-c1cccs1	-3	0	6	-12	-3	4	0.8	-3	4
COc1ccc(N(CCC#N)S(=O)(=O)c2cccc3nsnc23)cc1	-2	0	5	-5	-3	7	-0.8	-3	3
O=C(Nc1ccc(F)cc1)c1cc2cc(Cl)ccc2[nH]1	0	-1	-27	10	0	-4	-0.1	17	1
Cc1cc(C)c(OCC(O)CN2CCN(c3ccccn3)CC2)c(C)c1 (stereo unspecified)	1	2	3	-11	-1	4	3.8	5	13
COc1ccc(NC(=O)c2ccc(NCCCN3CCOCC3)c([N+](=O)[O-])c2)cc1	1	2	0	-12	-6	-1	2.9	-1	-2
O=C(COc1ccc(S(=O)(=O)N2CCCCC2)cc1)NCC1CCCO1 (stereo unspecified)	-2	-5	1	-13	0	14	0.7	-1	5
CCN(CC)Cc1c(-c2ccccc2)[nH]c2ccc(C)cc2c1=O	0	1	-8	2	-2	6	3.2	16	-3
COc1cc(/C=C/C(=O)O)ccc1O	-4	-2	-1	-2	-3	-6	-0.1	-1	8
C/C(CC(=O)Nc1ccc(F)cc1)=N\NC(=O)COc1ccccc1	-3	3	-2	0	-1	1	-3.1	1	-3
COc1ccc2nc(-c3ccc(F)cc3)sc2c1	-6	-1	7	-12	-3	11	0.4	5	9
CCC(C)C(=O)Nc1ccccc1N1CCN(c2ccc(F)cc2)CC1 (stereo unspecified)	3	8	5	-5	0	3	-4.5	1	-6
CC1SC(c2ccc(Cl)cc2)NC1=O (stereo unspecified)	0	-4	-4	0	-1	4	0.9	-3	7
Cc1cc2cc(OCc3ccccc3)ccc2n1C	-1	-4	2	-6	2	6	2.1	-4	8
O=c1cc(NCc2ccccc2)[nH]c(=O)[nH]1	6	2	12	-5	2	-7	1.9	1	0
CCc1ccccc1N1C(=O)C(Cl)=C(N2CCOCC2)C1=O	3	3	-2	4	-2	-21	1.7	1	-19
O=C(Nc1cccn(Cc2c(Cl)cccc2Cl)c1=O)c1ccccc1Cl	2	0	-6	6	-2	12	1.4	1	-1
NC(=O)c1cc(N)ccc1N1CCCC1	13	1	-5	-27	0	-15	1.4	5	-5
Cc1ccc(NC(=O)CCNC(=O)c2ccc(Br)cc2)cc1S(=O)(=O)N1CCOCC1	-4	0	-1	-6	-2	-7	1.2	-1	-4
Cc1cc(Cl)ccc1Nc1ncccc1C(N)=O	1	2	3	-5	-3	5	1.2	39	-9
CSc1nc(NC(C)(C)C)nc(Oc2ccc(=O)[nH]n2)n1	-1	-4	8	1	1	11	2.4	1	6
COC(=O)c1ccc(OCC(O)CN2CCC(C)CC2)cc1 (stereo unspecified)	-3	-1	0	3	-1	8	0.7	-1	2
CCOC(=O)N1CCC(N(CCN(C)C)C(=S)Nc2cc(C)cc(C)c2)CC1	-2	-1	13	-5	-2	-8	0.4	4	-2
Cc1ccc(OCc2cc(C(=O)NC3CCOC3)no2)cc1C (stereo unspecified)	-2	-2	1	3	2	-4	-0.1	3	1
Cc1cc(C)nc(NS(=O)(=O)c2ccc(NC(=O)C3CC(=O)N(c4ccccc4)C3)cc2)n1 (stereo unspecified)	-3	-3	7	1	3	2	-0.1	6	-2
O=C(c1ccco1)[C@@H]1[C@@H]2C(=O)N(c3ccc(F)cc3)C(=O)[C@@H]2[C@H]2C=Cc3ccccc3N21	11	-3	-1	24	30*	-1	2.9	23	0
Cc1nn(Cc2ccc(F)cc2)c(Cl)c1/C=N/NC(=O)c1ccccc1	0	1	-3	2	-5	-6	1.1	15	9
O=C(Nc1cccnc1)c1c(F)cccc1F	-3	4	9	-1	0	-4	0.0	2	1
O=C(O)C1C2C=CC(C2)C1C(=O)NCCc1cccc(Cl)c1 (stereo unspecified)	3	-1	5	0	-1	5	0.2	0	4
Cc1c(Cl)cccc1S(=O)(=O)Nc1ccnn1C	-1	5	3	-1	-4	1	0.0	1	3
CCOC(=O)CC1COc2ccccc2N1C(=O)c1ccc(F)cc1 (stereo unspecified)	1	-5	-7	-2	-3	4	1.7	1	4

(more compounds)
SMILES	PP1 counter	CTSL1 counter	PAFAH2 FP inh	HCV core dimer	TPT1 inhibitor	procasp7 counter	PP5 primary	AHR act	procasp3 activ
Cc1cccc(-c2nc(S(=O)(=O)c3ccc(F)cc3)c(NCCCN3CCOCC3)o2)c1	2	4	5	1	-1	12	1.7	7	3
O=C(NCCN1C(=O)S/C(=C\c2cccnc2)C1=O)c1ccc(S(=O)(=O)N2CCCC2)cc1	5	11	-3	-4	-1	-5	-1.2	1	-10
O=S(=O)(c1ccc(Br)cc1)N1CCOC12CCCCC2	0	-6	.	-4	-4	5	1.7	1	1
CCc1ccccc1NC(=O)CN1CCC(NC(=O)COC)CC1	-5	5	3	1	0	0	0.3	0	-2
COc1ccc(CCNC(=O)CCNS(=O)(=O)c2cc(Br)cnc2N)cc1OC	-3	0	0	4	-2	-9	-2.3	-1	7
C[C@@H](CO)NC(=O)c1ccc2c3n(nc2c1)-c1ccccc1CO3	-2	1	-1	-1	-2	0	-0.6	-10	1
Cc1ccc(CN2CCC(CNC(=O)C3CCCN(c4ncnc5c4nc4n5CCCCC4)C3)CC2)cc1 (stereo unspecified)	-2	3	4	-7	-3	1	-1.7	-1	0

Sorted by length of the SMILES (ascending): part of the list above.
SMILES	PP1 counter	CTSL1 counter	PAFAH2 FP inh	HCV core dimer	TPT1 inhibitor	procasp7 counter	PP5 primary	AHR act	procasp3 activ
C[C@@H](CO)NC(=O)c1ccc2c3n(nc2c1)-c1ccccc1CO3	-2	1	-1	-1	-2	0	-0.6	-10	1
COc1ccc(CCNC(=O)CCNS(=O)(=O)c2cc(Br)cnc2N)cc1OC	-3	0	0	4	-2	-9	-2.3	-1	7
Cc1cccc(-c2nc(S(=O)(=O)c3ccc(F)cc3)c(NCCCN3CCOCC3)o2)c1	2	4	5	1	-1	12	1.7	7	3

Screens as filed in PubChem.
